# Sm TGR inh: S. mansoni TGR enzyme inhibition; Q962Y6; purified TGR, DTNB reduction, TNB absorbance 405 nm; Potency, µM (highest dose often 114 µM), for the others: top-dose activity change, negative = inhibition, actives largely listed as inhibitors; actives 3% (n = 360,000); also: nearly all actives have a fitted effect of over 60% in size
#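 TGR 20 nM + NADPH 100 uM (dispensed conc.), cpd preinc 15 min RT; start with NADPH (500 uM addition) then DTNB (15 mM addition). Kinetic TNB absorbance, 405 nm filter. Four-parameter Hill fit across titration.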
# TbPYK inhibitor: T. brucei pyruvate kinase inhibition; Q57TT1; TbPYK enzyme, Kinase-Glo Plus ATP luminescence, 45 min; Potency, µM (titrated, usually from 76.8 µM), for inactives: top-dose activity, negative = inhibition, most hits filed as inhibitors; actives 0.12% (n = 410,000); AID 624173; also: nearly all actives have a fitted effect of over 50% in size
#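 Quantitative HTS: titrated library compounds versus trypanosomal pyruvate kinase in TEA buffer (pH 7.2) containing KCl, MgCl2, BSA and Tween-20. Reactions were initiated with ADP, 130 uM final. Kinase-Glo Plus luminescence was read after 45 min at RT.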
# * marks the source's active call; other numbers are inactive results; [ ] = remark or other dose. Calls follow the shape of the dose curve; as a rule, active = well fitted curve in the direction sought with a large enough effect; inconclusive = small, poorly fitted or top-dose-only effect, or another doubt; inactive = no such curve, though single readings can be large; an effect the other way counts as inactive or inconclusive. % is scaled to controls: 0 for no effect and ±100 for the full control effect; potency is read from the fitted curve at half-maximal effect.
SMILES,Sm TGR inh,TbPYK inhibitor
CC1CCN(c2nn3c(=O)c(C(=O)NCCc4ccc(Cl)cc4)cnc3s2)CC1,4%,1%
COc1ccccc1CNC(=O)CSc1nnc(C)c2c(C)n(-c3ccccc3)nc12,-1%,-2%
Cc1ccc(CCNC(=O)c2ccc3c(=O)n(-c4ccc(C)cc4)c(=O)[nH]c3c2)cc1,3%,3%
Cc1nc2c(C(=O)NCc3ccccc3Cl)cnn2c(C)c1Cc1c(F)cccc1Cl,10%,-1%[15.4 µM]
CCOC(=O)c1ccc(NC(=O)CC2C(=O)N(c3cccc(OC)c3)C(=O)N2Cc2ccc(OC)cc2)cc1 (stereo unspecified),7%,1%
O=S(=O)(Nc1cccc(-c2ccc(N3CCCC3)nn2)c1)c1cc(F)ccc1F,-10%,2%
Cc1ccc(Cl)cc1NC(=O)CSc1nc2ccccc2c2nc(-c3ccccc3)nn12,-6%,2%
CCOc1ccc(-c2nc(Cn3ccn4nc(-c5ccc(OCC)c(Cl)c5)cc4c3=O)c(C)o2)cc1,6%,5%
Cc1c(/C=C(\C#N)C(=O)Nc2cccc(Cl)c2)c2ccccc2n1Cc1ccccc1Cl,-22%,3%
O=C(Cc1ccc(-c2ccccc2)cc1)NCCS(=O)(=O)N1CCN(c2cccc(Cl)c2)CC1,0%,-4%
Cc1noc(-c2ccccc2OCC(=O)Nc2ccccc2[N+](=O)[O-])n1,3%,5%
CCc1ccc(CN(C(=O)c2cc(=O)c3ccc(C)cc3o2)C2CCS(=O)(=O)C2)cc1 (stereo unspecified),4%,-1%
Cc1oc2ccc(O)c(CN(C)Cc3ccccc3)c2c1C(=O)Nc1ccccc1,3%,-13%
CCCN(C(=O)CCc1nc(-c2ccc(OC)cc2)no1)c1ccccc1F,4%,1%
CCOc1ccc(C2CC(c3c(O)n(C4CCCCC4)c(=O)[nH]c3=O)=Nc3ccccc3S2)cc1 (stereo unspecified),1%,5%
O=C(NCc1ccc(F)cc1)c1ccc(Nc2nc3ccccc3n3nnnc23)cc1,-2%,-4%
CCOC(=O)C1CCCN(S(=O)(=O)c2ccc3c(c2)oc(=O)n3C)C1 (stereo unspecified),5%,6%
O=C(Nc1ccc(Cl)cc1Cl)c1cc(S(=O)(=O)N2CCc3ccccc32)ccc1F,3%,-15%
CCC1=Nc2cc(C(=O)NC3CCC(C)CC3)ccc2Sc2ccc(C)cc21 (stereo unspecified),0%,0%
CCOC(=O)c1c(S(=O)(=O)N2CCCC(C(=O)NCc3cccc(OC)c3)C2)c(C)n(C)c1C (stereo unspecified),-10%,1%
Cc1cccc(N2CCN(S(=O)(=O)c3cc(C(=O)Nc4ccc(Oc5ccccc5)cc4)ccc3F)CC2C)c1 (stereo unspecified),6%,-6%
CC(C)c1ccc(NC(=O)c2ccc3c(c2)CCN3S(=O)(=O)c2ccccc2)cc1,-3%,2%
COc1cccc(CNC(=O)c2ccc3c(c2)sc2nc(-c4cccc(OC)c4)cn23)c1,0%,-2%
CC(C)c1ccc(NC(=O)c2cc(S(=O)(=O)NCCC3=CCCCC3)ccc2F)cc1,23%,1%
CCCCc1ccc(NC(=O)CSc2nc(=O)[nH]c3c2CCCC3)cc1,7%,5%
# (further entries)
SMILES,Sm TGR inh,TbPYK inhibitor
CCOC(=O)Cn1c(=O)oc2cc(S(=O)(=O)N3CCN(c4ccc(Cl)cc4)CC3)ccc21,0%,-4%
COc1cc(OC)c(NC(=O)C(C)n2c(=O)cc(-c3ccccc3)c3c(C)nn(C)c32)cc1Cl (stereo unspecified),-6%,3%
CC(=O)c1cccc(NC(=O)C2CCN(c3ncnc4c3nc3n4CCCCC3)CC2)c1,0%,0%
Cc1cccc(OCC(=O)Nc2c(C(=O)N3CCN(c4ccccc4)CC3)oc3ccccc23)c1,7%,-2%
CCc1ccc(-n2nc(C)c3c(C)cc(=O)n(CC(=O)Nc4ccc(C(C)=O)cc4)c32)cc1,3%,3%
CCC(=O)N1CCc2cc(Br)cc(S(=O)(=O)NCCc3ccc(OC)c(OC)c3)c21,1%,1%
COc1cccc(-c2nnc(SCC(=O)N(C)C3CCCCC3)o2)c1,5%,2%
Cc1cccc(OCCCCn2nnc3sc4c(c3c2=O)CCC(C)C4)c1 (stereo unspecified),2%,-3%
Cc1cc(Br)ccc1NC(=O)C1CCN(S(=O)(=O)c2cccc3nsnc23)CC1,-6%,4%
CCCCNC(=O)c1cnc2sc(N3CCCCCC3)nn2c1=O,5%,1%
Cc1cc(C)c(Cn2c(=O)n(CCCCC(=O)NCc3ccccc3Cl)c(=O)c3ccccc32)c(C)c1,-1%,7%
COc1cccc(CNC(=O)CCS(=O)(=O)c2cc3c4c(c2)CCN4C(=O)CC3)c1,-1%,1%
CC(C)c1ccc(C2=CC(c3cccc(Cl)c3)n3ncnc3N2)cc1 (stereo unspecified),-17%,-6%
COc1ccc(Cl)cc1NC(=O)CSC1=Nc2ccccc2C2=NC(CC(=O)NC3CCCCC3)C(=O)N12 (stereo unspecified),0%,-2%
CC(C)c1ccc(S(=O)(=O)c2nnn3c2nc(NCCc2ccccc2)c2sccc23)cc1,0%,3%
Cc1c(Cl)cccc1NC(=O)CSc1ncc(S(=O)(=O)c2ccc(C(C)C)cc2)c(=O)[nH]1,-4%,3%
CCc1cccc(C)c1NC(=O)C(CC)Sc1nncn2c1cc1occc12 (stereo unspecified),-6%,0%
COc1ccc(-c2cn3c(n2)sc2cc(C(=O)NCc4cccc(F)c4)ccc23)cc1,1%,2%
CCOc1ccc(C(=O)Nc2c(C)nc(Nc3ccccc3)nc2Nc2ccccc2)cc1OCC,8%,-2%
Cc1nc2nc(NC(=O)c3ccc(Cl)cc3)[nH]n2c(=O)c1Cc1ccccc1,2%,-10%
Cn1c(SCc2ccc(F)cc2)nc2ccc(C(=O)NCc3ccc(F)cc3)cc21,6%,-3%
CC(C)NC(=O)N1[C@H](c2cccs2)[C@@H](C)C(=O)[C@@H](C)[C@@H]1c1cccs1,1%,2%
CNS(=O)(=O)c1cn(CC(=O)Nc2cccc(C(F)(F)F)c2)cc1S(=O)(=O)NC,0%,1%[15.4 µM]
Cc1cc(C)cc(OC(C)C(=O)Nc2c(C(=O)c3ccccc3)oc3ccccc23)c1 (stereo unspecified),-3%,1%
Cc1ccc(-n2nnc(-c3nsc(NC(=O)c4ccccc4)n3)c2C)cc1,2%,0%

# An excerpt from above in order of molecular weight, high to low.
SMILES,Sm TGR inh,TbPYK inhibitor
COc1ccc(Cl)cc1NC(=O)CSC1=Nc2ccccc2C2=NC(CC(=O)NC3CCCCC3)C(=O)N12 (stereo unspecified),0%,-2%
Cc1cc(C)c(Cn2c(=O)n(CCCCC(=O)NCc3ccccc3Cl)c(=O)c3ccccc32)c(C)c1,-1%,7%
Cc1cc(Br)ccc1NC(=O)C1CCN(S(=O)(=O)c2cccc3nsnc23)CC1,-6%,4%
COc1cc(OC)c(NC(=O)C(C)n2c(=O)cc(-c3ccccc3)c3c(C)nn(C)c32)cc1Cl (stereo unspecified),-6%,3%
CCOC(=O)Cn1c(=O)oc2cc(S(=O)(=O)N3CCN(c4ccc(Cl)cc4)CC3)ccc21,0%,-4%
Cc1cccc(OCC(=O)Nc2c(C(=O)N3CCN(c4ccccc4)CC3)oc3ccccc23)c1,7%,-2%
CNS(=O)(=O)c1cn(CC(=O)Nc2cccc(C(F)(F)F)c2)cc1S(=O)(=O)NC,0%,1%[15.4 µM]
CCc1ccc(-n2nc(C)c3c(C)cc(=O)n(CC(=O)Nc4ccc(C(C)=O)cc4)c32)cc1,3%,3%
Cn1c(SCc2ccc(F)cc2)nc2ccc(C(=O)NCc3ccc(F)cc3)cc21,6%,-3%
Cc1cc(C)cc(OC(C)C(=O)Nc2c(C(=O)c3ccccc3)oc3ccccc23)c1 (stereo unspecified),-3%,1%
CC(C)NC(=O)N1[C@H](c2cccs2)[C@@H](C)C(=O)[C@@H](C)[C@@H]1c1cccs1,1%,2%
Cc1ccc(-n2nnc(-c3nsc(NC(=O)c4ccccc4)n3)c2C)cc1,2%,0%
CC(C)c1ccc(C2=CC(c3cccc(Cl)c3)n3ncnc3N2)cc1 (stereo unspecified),-17%,-6%
CCCCNC(=O)c1cnc2sc(N3CCCCCC3)nn2c1=O,5%,1%

# As entered above.
# Sm TGR inh result of CCOC(=O)c1ccc(NC(=O)CC2C(=O)N(c3cccc(OC)c3)C(=O)N2Cc2ccc(OC)cc2)cc1 (stereo unspecified) → 7%
# Sm TGR inh result of CCOC(=O)Cn1c(=O)oc2cc(S(=O)(=O)N3CCN(c4ccc(Cl)cc4)CC3)ccc21 → 0%

# Following part.
SMILES,Sm TGR inh,TbPYK inhibitor
Cc1ccn2c(=O)cc(COc3ccc(NC(=O)COc4ccc(Cl)cc4)cc3)nc2c1,0%,-10%
CCn1cc(C(=O)NCc2ccc(C)cc2)c(=O)c2cc(S(=O)(=O)N3CCCCCC3)ccc21,7%,0%
Cn1nc(C(=O)NCc2ccc(Cl)cc2)c2c1-c1ccccc1SC2,11%,0%
Cc1ccc(N2CCN(c3c(CN4CCCC4)c(=O)oc4ccccc34)CC2)c(C)c1,9%,1%
O=C(Nc1ccc(Cl)c(Cl)c1)N(Cc1c[nH]c2ccccc12)C1CCCCC1,-4%,-7%
Cc1ccc2c(c1)N(C(=O)c1ccc(F)cc1)C(C)(C)CC2(C)c1ccccc1 (stereo unspecified),1%,-5%
Cc1ccc(NC(=O)c2ccc(CNS(=O)(=O)c3ccc4c(c3)C(C)(C)C(=O)N4C)cc2)cc1,-1%,-12%
COc1ccc(NC(=O)CN2C(=O)CCc3cc(S(=O)(=O)N4CCOCC4)ccc32)c(OC)c1,0%,1%
Cc1ccc(NC(=O)CCCN2C(=O)COc3ccc(C)cc32)c(Cl)c1,-16%,-1%
CCCC(=O)Nc1nnc(S(=O)(=O)N(C)c2ccccc2)s1,-26%,7%
COc1ccccc1NC(=O)C1CCN(S(=O)(=O)c2ccc3[nH]c4c(c3c2)CCCCC4)CC1,-8%,-11%[15.4 µM]
COc1ccc(N2CCN(C(=O)c3cc(-c4ccc(C)c(F)c4)on3)CC2)cc1,-22%,-5%
COc1ccc(-c2csc3ncnc(Nc4ccc(OC)cc4OC)c23)cc1,-1%,1%
COc1ccc(CCN2C(=O)c3[nH]nc(-c4ccccc4O)c3C2c2ccc(OC)c(OC)c2)cc1 (stereo unspecified),5%,-8%
O=C(CN1C(=O)c2ccccc2Sc2ccc(C(=O)N3CCOCC3)cc21)Nc1ccc(Cl)cc1F,3%,0%
O=C(CCn1ccc2cc(S(=O)(=O)N3CCCC3)ccc21)NCc1ccccc1Br,4%,4%
Cc1ccccc1-n1nc(CO)c(C(=O)NCC(c2ccccc2)c2ccccc2)n1,5%,-1%
O=C(NCCc1ccccc1)c1cc(Sc2cccc(Cl)c2)nc2ccccc12,7%,-2%
CCn1c(=O)c2sccc2n2c(CCCC(=O)N3CCN(c4cc(C)ccc4C)CC3)nnc12,3%,2%
O=C(Cn1c(-c2cccs2)cc2ccccc21)NCCCN1CCN(c2ccc(F)cc2)CC1,-9%,1%
O=C(O)CCn1cnc2onc(-c3ccccc3Cl)c2c1=O,-9%,7%
COc1ccc(N2CCN(C(=O)Cn3cnc4sc(C)c(S(=O)(=O)N5CCC(C)CC5)c4c3=O)CC2)cc1,-2%,-7%
CCN(c1ncnc2c1cnn2-c1cc(Cl)ccc1C)C1CCCCC1,0%,0%
COC(=O)c1c(C)oc2c1cc(NS(=O)(=O)c1c(C)cc(C)cc1C)c1ccccc12,-23%,-12%
Cn1c(=O)[nH]c(=O)c2c1nc1n(CCO)c(-c3ccccc3)cn21,-5%,-8%
# (next part)
SMILES,Sm TGR inh,TbPYK inhibitor
CCCS(=O)(=O)c1ncc(Cl)c(C(=O)Nc2scc(-c3ccccc3)c2C(=O)OCC)n1,2µM*,2%
Cc1ccc(NC(=O)CN2C(=O)COc3ccc(S(=O)(=O)NC4CCCC4)cc32)cc1Cl,0%,-7%
Cc1ccc(-n2ncc3c(NCCCc4ccccc4)ncnc32)cc1,11%,0%
Cc1ccc(-c2noc(-c3cc(-c4ccc(F)cc4)n[nH]3)n2)cc1,-1%,2%
CC(C)C(=O)Nc1ccccc1C(=O)OCc1cc(=O)n2nc(C3CC3)sc2n1,6%,4%
COC(=O)c1c(-c2cccs2)csc1NC(=O)COc1ccc(C)cc1,-4%,-13%
Cc1cccc(NC(=O)c2cnc3sc(N4CCCC4)nn3c2=O)c1C,22%,2%
CCOc1cccc(C(=O)Nc2cc(C)c(O)c(-c3nc4ncccc4o3)c2)c1,9%,1%
CCOC(=O)c1c(C)c(C(=O)NCc2ccc(Cl)cc2)c(C)n1C,3%,1%
CCC(C)NC(=O)Cn1c(=O)n(-c2ccc(C)c(C)c2)c(=O)c2c3c(sc21)CCCCC3 (stereo unspecified),8%,-4%
O=C(CCCCCn1c(=O)[nH]c2ccsc2c1=O)NCc1ccccc1,-1%,-12%
CC1CCCCN1C(=O)c1ccc2c(c1)N(Cc1ccc(Cl)cc1)C(=O)c1ccccc1S2=O (stereo unspecified),4%,7%
CCC(C)NC(=O)CSc1nc2n[nH]c(C)c2c(=N)n1-c1cc(Cl)ccc1C (stereo unspecified),-1%,-2%
COc1ccc(NC(=O)Nc2cc(C(=O)NCc3ccc(C)cc3)ccc2N2CCCC2)cc1,5%,0%
Cc1cccc(CSc2cn(CC(=O)N3CCCCC3)c3ccccc23)c1,2%,0%

# These rows are one share of the data; count on the stated rates, not on these rows.
